Compound activity from PubChem.
Pf Dd2 inh – P. falciparum Dd2 growth inhibition | SYBR Green, 72 h; stronger effect = lower value | activity change, % at 10 µM | hit rate 2.3% among 94,000 | AID 1159554; in the data active means activity change below about -80%; inconclusive means no clear call, values can overlap the other calls
T cruzi growth – T. cruzi proliferation inhibition. hit rate 5.9% among 77,000. AID 624255. T. cruzi beta-gal in NIH3T3, GalScreen luminescence, 90 h. inhibition, % at 8.34 µM;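 active means mean inhibition above about 93%, with at least 55% of replicates each passing it, limit read from the data, passing the limit was not always enough; inconclusive means only one of those two conditions holds; inactive means neither condition holds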
C diff HTS – inhibitors of Clostridium difficile growth; growth activity, negative = inhibition, % at 16 µg/mL (by protocol); hit rate 0.25% among 86,000; Clostridium difficile clinical isolate growth, OD600, 24 h; stronger effect = lower value;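 active means mean growth activity at or below -80% and every replicate also at or below -80%; inconclusive means mean at or below -80% but some replicate above -80%; inactive means mean growth activity above -80%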;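 further: 0% = DMSO wells and -100% = levofloxacin 16 µg/mL wells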
GASC1 inh – KDM4C (human) demethylase inhibition | inhibition, % at 12.5 µM | AID 720574 | hit rate 0.15% among 96,000 | GST-KDM4C 2-372, H3K9me3 peptide, LANCE TR-FRET | Q9H3R0;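 active means mean replicate inhibition above about 25%, with at least 55% of replicates also reaching it, limit read from the data, passing the limit was not always enough; inconclusive means only one of those two conditions met; inactive means neither condition met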
Target sequence (Q9H3R0 2-372 limits assumed): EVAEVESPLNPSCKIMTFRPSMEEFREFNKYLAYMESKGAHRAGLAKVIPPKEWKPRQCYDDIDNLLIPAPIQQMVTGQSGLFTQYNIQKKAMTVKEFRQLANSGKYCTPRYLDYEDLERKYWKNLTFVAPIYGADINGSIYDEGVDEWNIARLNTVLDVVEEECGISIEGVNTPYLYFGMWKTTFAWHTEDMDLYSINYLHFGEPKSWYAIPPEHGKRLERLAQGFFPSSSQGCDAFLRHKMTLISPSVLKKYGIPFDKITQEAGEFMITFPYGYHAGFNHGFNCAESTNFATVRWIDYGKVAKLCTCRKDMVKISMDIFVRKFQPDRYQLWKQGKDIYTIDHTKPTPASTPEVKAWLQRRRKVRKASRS
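Test system – GST-tagged GASC-1 (JMJD2C) catalytic fragment, aa 2-372 · Medium – HEPES buffer, pH 7.5, plus ascorbate · Reagent – H3K9me3 peptide with Fe(II)/2OG · Compound – one test concentration per compound · Timing – 30 min reaction, 60 min detection, RT · Technique – TR-FRET with Eu antibody and ULight streptavidin, EDTA stop · Read-out basis – inhibition from TR-FRET ratio decrease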
Starred values were filed as active, the others as inactive; u = inconclusive; x = not tested or not shown.

canonical_smiles	Pf Dd2 inh	T cruzi growth	C diff HTS	GASC1 inh
C[C@H](CO)N1C[C@H](C)[C@H](CN(C)Cc2ccc(-c3ccccc3)cc2)Oc2ncc(C#C[C@@H](C)O)cc2C1=O	-30	x	-1	0.0
CC(=O)N1[C@@H](CO)[C@@H](c2ccc(-c3cccc(F)c3)cc2)[C@@H]1CNC(=O)C1CC1	1	20	-1	0.9
O=C(N[C@H]1CC[C@@H](CCNC(=O)C2CCCCC2)O[C@@H]1CO)c1ccccn1	4	5	x	2.4
CC(=O)N(C)C[C@H]1Oc2cc(-c3ccncc3)ccc2S(=O)(=O)N([C@H](C)CO)C[C@H]1C	17	51	-1	1.0
CCC(=O)N(C)C[C@H]1Oc2cc(C#CC3CCCC3)ccc2S(=O)(=O)N([C@H](C)CO)C[C@H]1C	-46	70	-14	0.2
CC(=O)Nc1ccc2c(c1)C(=O)N(C)[C@@H]1CC[C@H](CC(=O)N3CCc4ccccc4C3)O[C@H]1CO2	6	45	-5	0.2
C[C@@H]1CCCCO[C@@H](CN(C)C)[C@@H](C)CN([C@@H](C)CO)C(=O)c2cc(NS(C)(=O)=O)ccc2O1	19	44	-1	2.2
C[C@@H]1CN([C@H](C)CO)C(=O)c2cc(NC(=O)c3ccccc3)ccc2O[C@@H](C)CCCCO[C@H]1CN(C)C(=O)Nc1ccccc1	-29	44	x	-0.5
CCCNC(=O)N[C@H]1CC[C@@H](CCn2cc(C3CCCCC3)nn2)O[C@H]1CO	17	x	-4	-3.2
CS(=O)(=O)N1CCCCN2[C@H](C1)[C@H](c1ccc(Br)cc1)[C@@H]2CO	-5	-5	-3	0.7
C[C@@H]1CN([C@@H](C)CO)C(=O)c2cc(NC(=O)CCCN(C)C)ccc2O[C@@H](C)CCCCO[C@H]1CN(C)C(=O)Cc1ccccc1	x	14	0	5.8
COc1ccccc1C#Cc1ccc([C@@H]2[C@H](C#N)N(C(=O)C3CCCC3)[C@H]2CO)cc1	-79	x	-6	-5.3
COc1ccc2c3c([nH]c2c1)[C@@H](CO)N(C)CC31CCN(C(=O)NC(C)C)CC1	-43	x	7	-0.2
Cc1ccc(S(=O)(=O)Nc2ccc3c(c2)C(=O)N([C@@H](C)CO)C[C@@H](C)[C@@H](CN(C)C(=O)c2ccncc2)OCCCC[C@@H](C)O3)cc1	-5	67	x	0.6
C[C@@H]1CCCCO[C@H](CN(C)S(=O)(=O)c2ccccc2)[C@@H](C)CN([C@@H](C)CO)C(=O)c2cc(NC(=O)Nc3ccc4c(c3)OCO4)ccc2O1	-70	77	-2	0.7

More results:
canonical_smiles	Pf Dd2 inh	T cruzi growth	C diff HTS	GASC1 inh
O=C(C[C@@H]1CC[C@H]2[C@@H](COC[C@H](O)CN2S(=O)(=O)c2cccc(F)c2)O1)NCCCN1CCOCC1	11	1	x	-1.8
CC(C)NC(=O)N1[C@H](C#N)[C@H](c2ccc(C#CC3CCCC3)cc2)[C@@H]1CO	-88*	x	1	-3.2
COc1cccc(NC(=O)Nc2ccc3c(c2)C(=O)N(C)C[C@@H](OC)[C@H](C)CN(CCC(F)(F)F)[C@H](C)CO3)c1	-67	71	-3	0.1
C[C@@H]1CN([C@@H](C)CO)C(=O)c2cccc(NS(=O)(=O)c3cccs3)c2O[C@H]1CN(C)C(=O)Nc1ccc(F)cc1	7	51	-4	0.0
Cc1ccc(-c2ccc3c(c2)O[C@@H](CN(C)Cc2ccncc2)[C@H](C)CN([C@@H](C)CO)S3(=O)=O)cc1	-89*	123*	-8	1.1
CC(C)NC(=O)N(C)C[C@H]1Oc2c(NC(=O)Nc3ccc(F)cc3)cccc2C(=O)N([C@@H](C)CO)C[C@H]1C	-21	x	-6	1.6
CCCNC(=O)N1C[C@H](C)[C@@H](OC)CN(C)C(=O)c2ccc(NC(=O)CCC)cc2OC[C@@H]1C	12	x	1	-0.6
C[C@H](CO)N1C[C@H](C)[C@H](CN(C)C(=O)Nc2ccc3c(c2)OCO3)Oc2ccc(NS(=O)(=O)c3ccc(F)cc3)cc2CC1=O	10	30	x	6.1
Cc1noc(C)c1NC(=O)Nc1ccc2c(c1)CC(=O)N([C@H](C)CO)C[C@H](C)[C@@H](CN(C)Cc1ccc(C(F)(F)F)cc1)O2	0	32	-14	-2.5
CC=Cc1ccc2n(c1=O)C[C@@H]1[C@@H](CO)[C@H](C(=O)OC)N(CCc3ccccc3)[C@H]21 (mixture of isomers)	x	8	-4	2.1
O=C(C[C@@H]1C[C@H]2c3cc(NC(=O)NC4CCCC4)ccc3O[C@H]2[C@@H](CO)O1)NCc1ccccn1	37	x	1	18
COc1ccc2c3c([nH]c2c1)[C@@H](CO)N(C(=O)c1ccc(F)cc1)CC31CN(C(=O)Nc2cccc(F)c2)C1	-51	x	9	1.8
COc1ccc(NC(=O)Nc2ccc3c(c2)C(=O)N([C@@H](C)CO)C[C@@H](C)[C@@H](CN(C)C(=O)NC2CCCCC2)OCCCC[C@H](C)O3)cc1	-37	-44	4	0.2
COc1cccc(S(=O)(=O)Nc2ccc3c(c2)C(=O)N(C)[C@H]2CC[C@H](CC(=O)O)O[C@@H]2CO3)c1	10	5	0	-0.5
O=C(NCC(F)(F)F)[C@H]1[C@H](CO)[C@H]2Cn3c(cccc3=O)[C@@H]1N2CCC(F)(F)F	29	x	4	2.9

Carrying on.
canonical_smiles	Pf Dd2 inh	T cruzi growth	C diff HTS	GASC1 inh
CCC(=O)N[C@H]1CC[C@@H](CCNC(=O)Nc2ccc(F)cc2)O[C@@H]1CO	13	-4	7	1.0
C[C@@H]1CN([C@@H](C)CO)C(=O)c2cc(NS(=O)(=O)c3cn(C)cn3)ccc2O[C@@H](C)CCCCO[C@@H]1CN(C)Cc1ccc(C(F)(F)F)cc1	-45	-7	1	-0.3
C[C@@H]1CN([C@@H](C)CO)C(=O)c2cc(NS(=O)(=O)c3ccccc3)ccc2O[C@@H]1CN(C)S(=O)(=O)c1cccs1	-11	21	-5	-3.4
Cc1noc(C)c1NC(=O)Nc1ccc2c(c1)C(=O)N([C@H](C)CO)C[C@H](C)[C@H](CN(C)C(=O)Nc1ccccc1)O2	29	12	x	0.2
O=C(Nc1cccc(Cl)c1)N[C@H]1CC[C@H](CCNC(=O)C2CCCCC2)O[C@H]1CO	12	-21	-9	0.0
CC(C)NC(=O)Nc1ccc2c(c1)C(=O)N([C@@H](C)CO)C[C@H](C)[C@H](CN(C)C(=O)C1CCCCC1)OCCCC[C@H](C)O2	-59	2	0	1.7
COc1cccc(NC(=O)N(C)C[C@H]2OCc3ccccc3-c3c(n(C)c4ccccc34)C(=O)N([C@@H](C)CO)C[C@@H]2C)c1	-85*	20	4	-0.6
CCCNC(=O)C[C@@H]1CC[C@@H]2[C@H](COc3ccc(NC(=O)c4cccc(C(F)(F)F)c4)cc3C(=O)N2C)O1	-25	-10	2	0.6
C[C@@H]1CN([C@H](C)CO)C(=O)c2cccc(NC(=O)Nc3ccc4c(c3)OCO4)c2O[C@H]1CN(C)C(=O)Nc1ccc(C(F)(F)F)cc1	-24	44	1	-0.3
C[C@@H]1CN([C@H](C)CO)C(=O)c2cc(/C=C/c3ccccc3)cnc2O[C@@H]1CN(C)C(=O)c1ccc(F)cc1	-73	x	0	14
COc1ccc(S(=O)(=O)N[C@@H]2CC[C@@H](CCn3cc(-c4ccccc4F)nn3)O[C@H]2CO)cc1	-28	-26	-2	-2.2
O=C(C1CCCC1)N1CC2(C1)[C@H](c1ccccc1)[C@@H](CO)N2CC1CCCC1	-14	x	11	-0.9
COc1ccc(NC(=O)N(C)C[C@H]2Oc3ccc(NS(=O)(=O)c4c(C)noc4C)cc3C(=O)N([C@H](C)CO)C[C@H]2C)cc1	22	-55	x	-0.1
C[C@H]1CN([C@@H](C)CO)C(=O)c2cc(C#CC3CCCC3)cnc2O[C@@H]1CN(C)C(=O)C1CCCCC1	-48	52	-2	2.3
COc1ccc(NC(=O)N(C)C[C@@H]2Oc3ccc(NS(=O)(=O)c4ccc(Cl)cc4)cc3CC(=O)N([C@@H](C)CO)C[C@@H]2C)cc1	5	-21	3	3.5

The list continues:
canonical_smiles	Pf Dd2 inh	T cruzi growth	C diff HTS	GASC1 inh
C[C@H](CO)N1C[C@H](C)[C@H](CN(C)S(=O)(=O)c2ccccc2)OCCCC[C@H](C)Oc2ccc(NC(=O)C3CCCCC3)cc2C1=O	-58	59	-6	-0.3
CCCNC(=O)Nc1ccc2c(c1)OC[C@H](C)N(CCC)C[C@H](C)[C@H](OC)CN(C)C2=O	2	20	x	1.1
COc1ccc(NC(=O)N(C)C[C@@H]2Oc3ccc(NC(=O)Cc4ccccc4)cc3C(=O)N([C@H](C)CO)C[C@H]2C)cc1	-5	70	0	1.3
COC(=O)C[C@H]1CC[C@H]2[C@@H](COc3ccc(NC(=O)c4ccc(F)c(F)c4)cc3C(=O)N2C)O1	18	-28	-8	-0.5
COc1ccc(CN(C)C[C@H]2OCCCC[C@H](C)Oc3ccc(NC(=O)Nc4ccc(F)cc4)cc3C(=O)N([C@H](C)CO)C[C@H]2C)cc1	-81*	69	18	-2.5
C[C@H](O)C#Cc1ccc2c(c1)O[C@H](CN(C)C(=O)C1CC1)[C@@H](C)CN([C@H](C)CO)S2(=O)=O	46	14	x	2.3
N#C[C@H]1[C@H](c2ccc(-c3cccc(F)c3)cc2)[C@H](CO)N1C(=O)CN1CCOCC1	-26	63	-3	-2.8
C[C@@H]1CCCCO[C@@H](CN(C)C(=O)CCCN(C)C)[C@H](C)CN([C@@H](C)CO)C(=O)c2cc(NC(=O)Nc3ccc4c(c3)OCO4)ccc2O1	54	106	4	3.1
N[C@@H]1CC[C@H](CCn2cc(-c3ccccn3)nn2)O[C@H]1CO	-15	-13	x	2.3
O=C(CN1CCOCC1)N[C@H]1CC[C@@H](CCNC(=O)C2CCCC2)O[C@@H]1CO	-4	x	-5	7.6
C[C@H](CO)N1C[C@H](C)[C@@H](CN(C)S(=O)(=O)c2ccccc2)Oc2c(NC(=O)c3ccc(-c4nccs4)cc3)cccc2C1=O	3	27	1	0.3
Cc1ccccc1S(=O)(=O)N1CC[C@@H]2[C@@H](CO)Nc3ccc(-c4cccc(F)c4)cc3[C@@H]21	14	98*	0	4.4
C[C@H]1CN([C@@H](C)CO)C(=O)c2c(c3ccccc3n2C)-c2ccccc2CO[C@@H]1CN(C)C(=O)c1cc(Cl)cc(Cl)c1	u	x	0	-1.3
N#C[C@H]1[C@@H](c2ccc(C#Cc3ccc(F)cc3)cc2)[C@H](CO)N1C(=O)C1CCCC1	-72	93	-7	-2.6
CCC(=O)N1CC2(C1)[C@H](c1ccc(-c3ccccc3)cc1)[C@@H](CO)N2S(C)(=O)=O	-29	x	16	-0.6

Random excerpt: 5 records from the list, in no set order.
canonical_smiles	Pf Dd2 inh	T cruzi growth	C diff HTS	GASC1 inh
C[C@H]1CN([C@@H](C)CO)C(=O)c2c(c3ccccc3n2C)-c2ccccc2CO[C@@H]1CN(C)C(=O)c1cc(Cl)cc(Cl)c1	u	x	0	-1.3
N#C[C@H]1[C@@H](c2ccc(C#Cc3ccc(F)cc3)cc2)[C@H](CO)N1C(=O)C1CCCC1	-72	93	-7	-2.6
CCC(=O)N1CC2(C1)[C@H](c1ccc(-c3ccccc3)cc1)[C@@H](CO)N2S(C)(=O)=O	-29	x	16	-0.6
C[C@H](O)C#Cc1ccc2c(c1)O[C@H](CN(C)C(=O)C1CC1)[C@@H](C)CN([C@H](C)CO)S2(=O)=O	46	14	x	2.3
COc1ccc(CN(C)C[C@H]2OCCCC[C@H](C)Oc3ccc(NC(=O)Nc4ccc(F)cc4)cc3C(=O)N([C@H](C)CO)C[C@H]2C)cc1	-81*	69	18	-2.5

(more compounds)
canonical_smiles	Pf Dd2 inh	T cruzi growth	C diff HTS	GASC1 inh
O=C(NC[C@@H]1[C@@H](c2ccccc2)[C@H](CO)N1Cc1ccccn1)C1CC1	18	12	-4	-0.3
CO[C@H]1CN(C)C(=O)c2cc(NC(=O)C3CCC3)ccc2OC[C@@H](C)N(C)C[C@H]1C	15	-34	x	0.1
C[C@H]1CN([C@@H](C)CO)S(=O)(=O)c2ccc(C#CC3CC3)cc2O[C@H]1CN(C)Cc1cccnc1	-42	x	1	-0.8
C[C@H]1CN([C@@H](C)CO)C(=O)c2cc(-c3cccc(F)c3)cnc2O[C@H]1CN(C)S(=O)(=O)c1cccc(F)c1	-24	84	x	1.8
O=C(C[C@H]1CC[C@@H](NC(=O)c2ccc(F)cc2)[C@@H](CO)O1)NCc1ccncn1	-73	1	3	0.9
CN(C)CC(=O)N[C@@H]1CC[C@H](CCn2cc(C3CCCC3)nn2)O[C@H]1CO	0	-14	-2	0.0
C[C@@H]1CN([C@@H](C)CO)C(=O)Cc2cc(NS(=O)(=O)c3cn(C)cn3)ccc2O[C@@H]1CN(C)C(=O)Nc1ccc(C(F)(F)F)cc1	12	-19	-1	-0.8
O=C(C[C@@H]1CC[C@H]2[C@@H](COC[C@@H](O)CN2Cc2cccc(Cl)c2)O1)NCc1cccc(F)c1	-24	-13	x	0.0
